# Screening results: PubChem, several laboratories
# bCat nuc transl: modulators of beta-catenin nuclear translocation, primary screen, imaging, HeLa cells, immunofluorescence, high-content. nuclear translocation activity, % at 5 µM. 0.3% of 190,000 active. AID 1665, 2009;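 active = nuclear translocation activity above 50% at 5 µM, with a well cell count of 50 or more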;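 also: per-cell ratio of nuclear to cytoplasmic median beta-catenin stain intensity; plate controls were DMSO negative control for no effect and GSK-3 inhibitor IX positive control for full effect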
#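 assay system = human HeLa cells, endogenous beta-catenin | times = compound treatment 24 h, 37°C, 5% CO2 | detection = Anti-beta-catenin immunofluorescence on PFA-fixed, Triton-permeabilized cells, DAPI nuclei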
# Lipid droplet: inhibitors of hepatocyte lipid droplet formation, primary screen, imaging, high-throughput imaging, BODIPY stain. inhibition, % at 6.5 µM. AML12 mouse hepatocytes, oleate lipid droplets. AID 1656, 2009. 0.4% of 240,000 active;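 active = lipid droplet intensity inhibited by at least 50%, with more than 500 cells counted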
#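 System: AML12 hepatocytes (mouse). Probe or stimulus: oleic acid at 100 µM to induce lipid droplet formation. Times: overnight treatment with compound plus oleate. Detection: Image-based BODIPY and DAPI two-channel analysis. Evaluation: percent inhibition of filter-corrected integrated lipid droplet intensity per well.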
# Myeloid diff 2: induction of myeloid progenitor differentiation, primary screen, cell-based, flow cytometry, MLPCN library; calls only at 10 µM; ER-HoxA9 myeloid progenitors, lysozyme-GFP differentiation; AID 624256, 2012; 1% of 360,000 active;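 active = normalized GFP-positive differentiation at or above the plate's own cutoff, the solvent-only control mean plus 3 SD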;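 also: cells exposed to compound for four days before flow analysis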
# Dynein transport: inhibitors of GR-EGFP nuclear translocation, primary screen, dynein cargo transport inhibitor project, imaging, high-content, 3617.4 mouse cells | AID 1381, 2008 | test concentration mostly 20 µM; stimulated with dexamethasone, 1 µM; hits give low values | z-score, hits read low | 0.47% of 220,000 active;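 active = plate z-score of nuclear minus cytoplasmic receptor signal below a set negative limit, without overly bright fluorescence or cell loss, cut at about -3.5 in these data, passing the limit was not always enough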;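 also: z-score of nuclear minus cytoplasmic ring GR-EGFP intensity difference per well; some compounds called inactive have numbers as strong as hits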
#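 Also added – dexamethasone, 1.0 µM final · Buffer or medium – tet-free, stripped-serum medium · Schedule – induction 48 h, compound 1 h, agonist 30 min · Detection – formaldehyde fixation, Hoechst nuclear stain, 10x automated fluorescence imaging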
# MT stabilize HCS: microtubule stabilizers in HeLa cells, primary screen, imaging, high-content imaging | HeLa tubulin immunostaining HCS, 24 h; share of cells brighter than vehicle mean+2SD | % tubulin-high responders, % at 10 µM | 0.83% of 200,000 active | AID 2205, 2009;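 active = plate Z-score above 3 for both tubulin-high and condensed-nucleus cell shares, with cell loss under 80%, at 10 µM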;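 also: anti alpha tubulin signal scored within the nucleus-defined area of each cell; some results filed as inactive read as strong as hits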
# Insulin prom up: insulin promoter activators in MIN6 cells, imaging, high-content screening, mouse beta cells. MIN6 insulin promoter-GFP reporter; hits give high values. z-score at 5 µM. 0.3% of 190,000 active. AID 1625, 2009;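 active = z-score above 3 at 5 µM with at least 500 cells counted in the well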
# T cell HTS: modulators of CD8 T cell-vesicle binding, primary screen, mouse 2C CD8+ T cells, flow cytometry | calls only at 7 µM | 2C CD8+ T cell-vesicle binding; hits give low values | 0.068% of 330,000 active;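 active = response, share of CD8 T cells binding vesicles, and their 90th percentile fluorescence all below set limits, cut at about 80% in these data, passing the limit was not always enough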
#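 Material: 2C TCR transgenic mouse naive CD8+ T cells, MACS-purified. Also added: QL9-charged Drosophila Ld/ICAM-1/B7-1 vesicles. Timing: binding 1.5 h at 37 °C. Measured by: high-throughput flow cytometry with anti-B7-1 and anti-CD8 staining. Read-out: percent CD8+ FL2 mean versus row control. Controls: Unloaded micro-vesicles (low), QL9 vesicles with 0.7% DMSO (high).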
# PMI inhibitors: inhibitors of human PMI, primary screen, biochemical, fluorescence intensity, coupled assay (AID 1209) | 0.42% of 190,000 active | purified PMI enzyme, coupled fluorescence intensity; higher % means a stronger effect | one-dose inhibition, % at 20 µM; IC50 in µM for titrated hits; in the data active = inhibition above about 50%;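 also: plate controls were DMSO vehicle for no effect and wells lacking substrate for full effect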
# TNAP activation fold: human TNAP enzyme activators, primary screen, biochemical, luminescent, no phosphate acceptor, uHTS (AID 1001) | Alkaline phosphatase, tissue-nonspecific isozyme (Homo sapiens) | purified TNAP, luminescent activation assay, no phosphate acceptor; higher activation fold means a stronger effect | activation fold at 20 µM, or EC50 in µM where a hit was titrated | 0.03% of 200,000 active; in the data active = activation fold from about 3, or a potency from the dose series; inactive = the rest, 99 in 100 with activation fold below about 1.6; also: many of its hits are not listed in these tables
# Dynein transport cytoplasmic EGFP: further read-out of Dynein transport, marked with its call; z-score; measured here: cytoplasmic GR-EGFP intensity; hits give high values
# Dynein transport nuclear GR-EGFP: recorded beside Dynein transport, whose call it bears; z-score; measured here: nuclear GR-EGFP intensity;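 lower value marks the stronger effect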
# Dynein transport cell count: also measured in Dynein transport; calls as there; z-score; measured here: cell count per field
# Insulin prom up cell count: recorded beside Insulin prom up, whose call it bears; cell count; measured here: cytotoxicity, nuclei count;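 total cells summed across four imaged fields per well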
# Lipid droplet cells 6.5 µM: second read-out of Lipid droplet, no call of its own (marks repeat the call); cell count; measured here: cell count, cytotoxicity flag;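 cells counted across two imaged fields per well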
# bCat nuc transl cell count 5 µM: also measured in bCat nuc transl; calls as there; cell count; measured here: cell count, cytotoxicity flag
# T cell HTS vesicle-bound %: further read-out of T cell HTS, marked with its call; double positive events, %; measured here: CD8+ vesicle-bound cell fraction;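 binding gate set so that unloaded-vesicle control wells show 10% double positive cells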
# MT stabilize HCS Hoechst-high %: second read-out of MT stabilize HCS, no call of its own (marks repeat the call); % Hoechst-high responders; measured here: nuclear condensation Hoechst responders;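 share of cells brighter than vehicle mean plus two SD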
# MT stabilize HCS cytotoxicity %: further read-out of MT stabilize HCS, marked with its call; toxicity, %; measured here: cytotoxicity by cell density;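 0% = mean cell density of plate MIN control wells and 100% = no cells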
# Myeloid diff 2 GFP+ MAC1+ %: second read-out of Myeloid diff 2, no call of its own (marks repeat the call); GFP+ MAC1+ double positive, %; measured here: differentiation confirmed by MAC1 staining
# An asterisk follows results filed as active; i = inactive; nt = no result given.
item	SMILES	TNAP activation fold	Dynein transport	Insulin prom up cell count	Dynein transport cell count	MT stabilize HCS Hoechst-high %	bCat nuc transl	T cell HTS vesicle-bound %	MT stabilize HCS cytotoxicity %	bCat nuc transl cell count 5 µM	T cell HTS	Dynein transport cytoplasmic EGFP	Dynein transport nuclear GR-EGFP	Myeloid diff 2 GFP+ MAC1+ %	Insulin prom up	Lipid droplet cells 6.5 µM	Myeloid diff 2	MT stabilize HCS	PMI inhibitors	Lipid droplet
1	Cc1ccc(S(=O)(=O)C2C(=O)N(C)C3(C)CC2c2ccccc2O3)cc1 (stereo not drawn)	1.1	-0.694	1376	-1.28	1.9	-2.2	33.9	5.7	1174	i	7.3	2.04	0.1	0	590	i	5.1	-1.1%	5.1
2	CCCOC1CCCN(C(=O)CCc2nnc(CCCCc3ccccc3)o2)C1 (stereo not drawn)	1.1	0.599	1460	0.407	2.4	3.2	8.5	0.6	951	i	-0.253	0.0781	0.4	0.39	762	i	3.9	8.9%	-19.0
3	CCCC(=O)Nc1ccc2c(c1)C(=O)NC2=O	1.1	0.337	nt	0.0757	2.1	0.4	30.9	5.9	1155	i	-0.218	0.233	3.3	nt	652	i	2.7	10.5%	-15.6
4	O=C(Cc1ccccc1[N+](=O)[O-])NCc1ccc2c(c1)OCO2	1.2	3.12	1448	-0.739	1.9	-0.8	35.5	3.7	1014	i	-0.173	2.22	1.1	0.47	600	i	4.3	-5.3%	-13.0
5	COc1ccccc1NC(=O)NCc1ccco1	1.1	-0.528	1387	0.791	2.6	nt	22.1	6.9	nt	i	-0.318	-0.248	0.1	0.42	797	i	2.3	-10.6%	-7.5
6	CC[n+]1c(/C=C(\C)OC)sc2ccccc21	1.1	-0.973	1328	0.995	1.9	0.2	nt	7.9	1038	nt	-0.246	-0.669	1.4	0.09	724	i	2.8	11.2%	-1.0
7	Cc1ccc(CNC(=O)COC(=O)C2CCN(S(=O)(=O)c3cccs3)CC2)cc1	1.1	0.34	1307	-0.722	2.2	-1.4	38.3	11.5	1063	i	0.32	0.16	0.4	0.98	695	i	1.6	7.1%	-4.6
8	CC1=C(C(=O)Nc2ccc(C)cc2)C(c2ccco2)NC(=O)N1 (stereo not drawn)	1.1	0.825	nt	0.195	1.7	nt	18.7	2.5	nt	i	-0.234	0.359	0.6	nt	762	i	2.2	-12.1%	7.6
9	CCOC(=O)c1c(NC(=O)CCC(=O)N2CCOCC2)sc2c1CC(C)(C)OC2	1	0.494	1651	0.514	1.7	0.5	19.9	6.0	1413	i	-0.23	-0.764	0.5	-0.28	nt	i	2.1	5.0%	nt
10	COC(=O)C1=C(C(=O)c2ccccc2)C(c2ccc(OC)c(OC)c2)Nc2nnnn21 (stereo not drawn)	0.9	-1.13	1584	0.883	3.3	-1.7	43.3	9.5	817	i	-0.251	-0.278	1.5	0.64	nt	i	3.6	-8.4%	nt
11	C/C=C(\C)C(=O)NCCN1C2=NC[C@@H](C)N2C[C@@H]1Cc1ccc(OC)cc1	1.1	-0.579	1341	0.055	1.9	-1.8	11.7	4.3	1221	i	-0.288	-0.0876	1.7	0.06	620	i	2.0	1.1%	-7.1
12	CCOC(=O)Nc1ccc(S(=O)(=O)N2CCOCC2)cc1	1	-0.249	1355	0.435	3.4	-0.6	37.8	1.5	1389	i	-0.116	0.131	2.7	1.41	nt	i	4.2	5.3%	nt
13	CC1CC2=C(NC(=S)NC2c2ccc(F)cc2)/C(=C/c2ccc(F)cc2)C1 (stereo not drawn)	1	0.188	nt	-0.749	1.9	nt	49.7	10.0	nt	i	-0.186	0.384	8.2	nt	nt	i	2.2	-23.8%	nt
14	Clc1cccc(Cl)c1Cn1nnc(N2CCCC2)n1	nt	-0.125	1106	0.0751	nt	0.5	51.6	nt	1346	i	-0.19	-0.0198	0.3	0.31	646	i	nt	nt	7.7
15	O=C(/C=C/c1ccc(N2CCCCC2)c([N+](=O)[O-])c1)c1ccc(S(=O)(=O)N2CCCC2)cc1	1	-0.495	904	0.354	1.3	0.4	39.5	1.4	879	i	1.99	-0.172	0.4	-1.23	617	i	2.3	0.0%	-0.7
16	COCC(C)n1c(SCc2nc(N)nc(Nc3ccccc3C)n2)nc2ccccc2c1=O (stereo not drawn)	1	-0.383	1006	0.89	1.2	-0.6	26.9	5.7	938	i	-0.179	-0.248	1.0	0.14	784	i	1.6	9.7%	-1.1
17	CCOC(=O)N1CCN(C(=O)CN(C)S(=O)(=O)c2ccc(OC)c(OC)c2)CC1	1.1	1.75	1439	-0.164	3.5	0.6	20.2	1.5	664	i	-0.261	0.728	1.0	1.07	nt	i	4.0	2.0%	nt
18	N#CC1CC(c2ccccc2)Nc2cc(Cl)ccc2N1 (stereo not drawn)	nt	0.163	1138	0.614	nt	0.2	47.2	nt	1322	i	-0.268	-0.331	1.7	0.21	690	i	nt	nt	4.8
19	Nc1ccc(C(=O)Nc2ccc3nc(-c4ccncc4)[nH]c3c2)cc1	1	-0.0479	1505	0.0475	1.5	0.7	31.3	1.8	1543	i	-0.293	0.173	0.6	0.05	699	i	4.9	1.4%	7.4
20	CSc1ccc2[nH]c(=O)cc(C)c2c1	1	-0.7	1136	0.176	3.1	1.3	51.7	15.6	776	i	-0.2	-0.241	0.7	-0.33	nt	i	18.1	7.0%	nt
21	Cc1ccc(S(=O)(=O)N2CCOCC2)c2nsnc12	1.3	-0.672	1008	1.1	0.9	nt	37.9	7.8	nt	i	-0.301	-0.248	0.7	-0.83	797	i	1.9	-7.0%	5.5
22	CCN(CC)C(=O)CSc1nc2c(c(-c3cccnc3)c1C#N)CCCC2	1.1	2.05	1644	-0.563	2.7	-3.8	59.7	6.8	1096	i	-0.313	1.37	0.3	-1.44	677	i	3.0	-0.4%	18.7
23	CCOc1ccc(N(CC)S(=O)(=O)c2ccc3c(c2)oc(=O)n3C)cc1	1	0.796	nt	1.5	1.8	-1.9	9.0	4.5	1160	i	-0.228	0.894	1.3	nt	713	i	3.6	2.5%	-7.9
24	Cc1cc(C)cc(N2C(=O)C3NN=C(C(=O)OCc4ccccc4)C3C2=O)c1 (stereo not drawn)	1	0.626	1192	-0.358	3.9	2.0	41.3	11.4	496	i	-0.272	0.164	0.3	0.08	687	i	6.7	-2.0%	0.9
25	CNC1(c2nnnn2-c2c(C)cccc2C)CCOC(C)(C)C1 (stereo not drawn)	nt	-0.97	1146	1.09	nt	-1.5	24.5	nt	1318	i	-0.269	-0.429	0.2	0.19	734	i	nt	nt	-2.3
26	O=C(NC1CCCc2ccccc21)C1CCN(S(=O)(=O)c2cccc3nonc23)CC1 (stereo not drawn)	1.1	-0.465	954	1.57	3.7	nt	29.2	5.5	nt	i	-0.251	-0.269	1.3	-0.59	814	i	2.4	2.9%	1.4
27	COC(=O)C(NC(=O)C(NC(=O)c1ccccc1)C(C)C)C(C)C (stereo not drawn)	1.2	0.395	nt	-0.837	1.9	nt	10.8	7.3	nt	i	-0.25	0.577	0.5	nt	693	i	1.9	0.0%	-22.5
28	COc1ccc(-c2cnn3c(N)c(S(=O)(=O)C(C)(C)C)cnc23)cc1	1.1	-0.397	1564	1.13	2.0	-1.4	25.2	8.7	1352	i	-0.207	-0.504	0.9	0.16	nt	i	2.0	-6.8%	nt
29	COc1ccc(NC(=O)NCc2ccco2)c(OC)c1	1.1	0.121	1461	-0.836	2.3	-1.9	48.2	4.2	1047	i	-0.182	0.368	0.4	-0.17	704	i	3.7	1.5%	-18.7
30	CCOC(=O)N1CCN(CC(O)COCc2ccccc2)CC1 (stereo not drawn)	1.2	-0.962	1379	0.488	1.5	-1.2	54.8	7.8	979	i	-0.176	-0.658	0.4	-0.05	nt	i	4.1	-2.0%	nt
31	Cc1cnc(C(=O)Nc2ccccc2F)cn1	1	0.00923	999	1.05	2.8	-0.5	51.9	5.5	1137	i	-0.217	-0.195	1.3	0.44	735	i	2.3	15.0%	1.8
32	CCn1nnnc1NC(=O)c1cc(Cl)c(OC)c(Cl)c1	1.1	0.831	1240	-0.461	1.8	-0.7	33.2	8.0	1548	i	-0.228	0.365	0.5	0.02	650	i	1.8	-8.8%	-2.5

# 3 entries from above, sorted by their value in T cell HTS vesicle-bound %, highest first.
entry | SMILES | TNAP activation fold | Dynein transport | Dynein transport cell count | MT stabilize HCS Hoechst-high % | T cell HTS vesicle-bound % | T cell HTS | Dynein transport cytoplasmic EGFP | Dynein transport nuclear GR-EGFP | Myeloid diff 2 GFP+ MAC1+ % | PMI inhibitors
7 | Cc1ccc(CNC(=O)COC(=O)C2CCN(S(=O)(=O)c3cccs3)CC2)cc1 | 1.1 | 0.34 | -0.722 | 2.2 | 38.3 | i | 0.32 | 0.16 | 0.4 | 7.1%
17 | CCOC(=O)N1CCN(C(=O)CN(C)S(=O)(=O)c2ccc(OC)c(OC)c2)CC1 | 1.1 | 1.75 | -0.164 | 3.5 | 20.2 | i | -0.261 | 0.728 | 1.0 | 2.0%
8 | CC1=C(C(=O)Nc2ccc(C)cc2)C(c2ccco2)NC(=O)N1 (stereo not drawn) | 1.1 | 0.825 | 0.195 | 1.7 | 18.7 | i | -0.234 | 0.359 | 0.6 | -12.1%
